High-throughput results from PubChem BioAssay.
p47phox inh: inhibitors of human p47phox binding; P14598; p47phox/p22phox peptide binding, fluorescence polarization, 2 h; inhibition, % at 24.7 µM; 0.53% of 220,000 active; AID 1274;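 active means inhibition above about 30%, limit read from the data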;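 further: 0% = p47phox with labelled peptide and 100% = labelled peptide alone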
Ba/F3 V617F tox: loss of viability in JAK2V617F-driven Ba/F3 cells; Ba/F3 EpoR-JAK2V617F viability, ATP luminescence; inhibition, % at 5.6 µM; 1.1% of 220,000 active; AID 1446;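 active means inhibition above the campaign mean plus 3 SD over all tested compounds, cut at about 24% in these data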;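 further: cytokine-independent growth of Ba/F3 cells driven by EpoR plus mutant JAK2; 0% = DMSO-treated cells and 100% = JAK inhibitor I control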
RBBP9 inh: blocks human serine hydrolase RBBP9; O75884; inhibition, % at 7.94 µM; recombinant RBBP9, FP-Rh probe fluorescence polarization; 0.2% of 220,000 active;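 active means inhibition above the campaign mean of all tested compounds plus 3 SD, cut at about 14% in these data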;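 further: plate controls were DMSO wells with RBBP9 for no effect and wells lacking RBBP9 protein for full effect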
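system = RBBP9 protein | input = RBBP9 at 2.5 µM in dispensed solution, before mixing | measured by = fluorescence polarization (mP), excitation 525 nm, emission 598 nm | incubation = enzyme-compound preincubation 30 min, then probe labeling 45 min, 25 °C | buffer or medium = Tris-NaCl-Pluronic buffer, pH 8.0 | compound = single dose 7.94 µM | also added = FP-Rh probe, 375 nM dispensing solution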
Furin inh: blocks human furin protease activity. P09958. AID 463115. 0.061% of 220,000 active. purified furin, fluorogenic substrate cleavage. inhibition, % at 30 µM; in the data active means inhibition above about 25%; further: inactives centre near -15
Target sequence (P09958 108-714 limits assumed): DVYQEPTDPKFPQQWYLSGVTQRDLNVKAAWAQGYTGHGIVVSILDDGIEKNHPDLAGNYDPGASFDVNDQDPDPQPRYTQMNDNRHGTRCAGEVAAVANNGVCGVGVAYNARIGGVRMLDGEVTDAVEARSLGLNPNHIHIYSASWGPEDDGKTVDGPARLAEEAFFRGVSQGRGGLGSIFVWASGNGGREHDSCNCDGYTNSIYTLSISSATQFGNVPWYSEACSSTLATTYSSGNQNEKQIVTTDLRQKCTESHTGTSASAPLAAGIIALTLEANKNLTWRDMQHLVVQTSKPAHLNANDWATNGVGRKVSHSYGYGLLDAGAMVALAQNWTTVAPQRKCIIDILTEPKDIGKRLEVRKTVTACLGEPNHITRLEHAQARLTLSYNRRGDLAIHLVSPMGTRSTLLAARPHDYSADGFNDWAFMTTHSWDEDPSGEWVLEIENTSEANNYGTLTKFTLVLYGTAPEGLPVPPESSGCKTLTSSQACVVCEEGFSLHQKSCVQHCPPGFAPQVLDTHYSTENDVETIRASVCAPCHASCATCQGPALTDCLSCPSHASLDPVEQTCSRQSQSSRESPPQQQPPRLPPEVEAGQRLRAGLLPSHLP
PGE2 EP2 inh: inhibitors of human EP2 prostaglandin E2 receptor; P43116; C6 glioma cells expressing human EP2, cAMP TR-FRET; cells stimulated with saturating PGE2; inhibition, % at 25 µM; 0.52% of 260,000 active; AID 1422;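 active means percent inhibition above 40 after rounding to a whole number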;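 further: rat C6 glioma host cells with rolipram phosphodiesterase inhibitor present; the protocol text gives 20 µM as final concentration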
Target sequence (P43116 whole entry, looked up): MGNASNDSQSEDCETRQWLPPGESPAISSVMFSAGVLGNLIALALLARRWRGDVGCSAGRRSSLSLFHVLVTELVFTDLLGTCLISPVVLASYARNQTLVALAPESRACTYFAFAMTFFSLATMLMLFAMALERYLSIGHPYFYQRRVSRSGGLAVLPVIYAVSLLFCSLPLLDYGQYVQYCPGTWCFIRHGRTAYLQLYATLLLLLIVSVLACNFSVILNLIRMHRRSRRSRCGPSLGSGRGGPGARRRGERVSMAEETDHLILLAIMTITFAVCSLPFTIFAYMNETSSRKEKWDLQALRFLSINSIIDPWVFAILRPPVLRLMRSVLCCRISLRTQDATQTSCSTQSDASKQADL
PPC-1+TRAIL kill: PPC-1 cancer cell killing with TRAIL present | PPC-1 cells + TRAIL, ATPLite viability luminescence | 0.41% of 220,000 active | cell killing (% activity), % at 4 µM;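 active means cell killing above 50% in the first pass at 4 µM, then a duplicate retest at 5 µM averaging 50% or more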;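 further: plate controls were cells with TRAIL plus DMSO for no effect and medium-only wells lacking cells for full effect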
BaF3 parental: counter-screen for JAK2V617F inhibitors: parental Ba/F3 viability inhibitors; CellTiter-Glo ATP luminescence; 1.1% of 220,000 active; inhibition, % at 5.6 µM;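 active means inhibition above a per-campaign cutoff, the mean inhibition of all tested compounds plus 3 SD, cut at about 27% in these data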;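 further: 0% = DMSO wells and 100% = JAK Inhibitor I control wells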
p97 inhibitor: inhibitors of human p97 ATPase; P55072; 0.42% of 220,000 active; inhibition, % at 8 µM; recombinant p97 ATPase, Kinase-Glo ATP luminescence, 3 h; in the data active means inhibition above about 15%;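 further: 0% = DMSO vehicle and 100% = wells lacking enzyme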
TbHK1 inh: blocks Trypanosoma brucei hexokinase 1 activity. recombinant TbHK1, G6PDH-coupled NADH A340. inhibition, % at 10 µM. 0.11% of 220,000 active. AID 1430;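 active means inhibition of 50% or more in the single-dose primary screen; inactive means inhibition below 50%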
* hit, by the source's call; nt = no result given; & = joins results of further samples; [ ] = remark or other dose. These rows are one share of the data; rates above refer to the full screens.

SMILES | p47phox inh | Ba/F3 V617F tox | RBBP9 inh | Furin inh | PGE2 EP2 inh | PPC-1+TRAIL kill | BaF3 parental | p97 inhibitor | TbHK1 inh
CCOC(CCc1c(C)nc(NC(C)=O)[nH]c1=O)OCC | -11 | -2 | -9 | -21 | 8 | 21 | -1 | 4 | -1
Cn1c(=O)oc2cc(S(=O)(=O)NCCc3ccccc3)ccc21 | -12 | 0 | -4 | -8 | 13 | -9 | 2 | 0 | 1
COc1ccc(-c2ccc(S(=O)(=O)N3CCCC3)cc2)cc1 | 3 | 6 | -13 | -14 | 5 | 12 | 3 | -5 | 7
CCCCCCNC(=O)N[C@H](C(=O)NCCC[C@H]1CN2C(=NC[C@H]2C)N1CCC(c1ccccc1)c1ccccc1)C(C)O (stereo partly specified) | 87* | nt | nt | -24 | nt | 17 | nt | nt | 49
Cc1cccc(C(=O)NCC(=O)OCC(=O)N2CCCCC2)c1 | 6 | -6 | 1 | -24 | 2 | -14 | 0 | 2 | -4
Cc1nc2[nH]c(=S)n(C)c(=O)c2nc1C | -15 | 0 | -4 | -3 | 15 | 19 | 3 | 4 | -17
CC12CCC(C(=O)N3CCN(C(c4ccccc4)c4ccccc4)CC3)(OC1=O)C2(C)C (stereo unspecified) | -1 | 6 | -6 | -5[20 µM] | 9 | -4 | 12 | -5 | -10
CC1Cc2nc(SCC(=O)Nc3ccccc3F)n(C)c(=O)c2S1 (stereo unspecified) | -4 | -3 | -10 | -14[20 µM] | 19 | 6 | 7 | 4 | -13
CCNC(=S)NNC(=O)c1ccoc1C | -5 | -1 | -10 | -24[20 µM] | 5 | -3 | 0 | -1 | 3
C/C(=N\NC(=O)c1ccc(Cn2cc(Br)cn2)o1)c1cccc(NC(=O)C(C)(C)C)c1 | -3 | 3 | 2 | -9 | 6 | 28 | 9 | -2 | 1

Reprinted at random: five compounds from above, in no set order.
SMILES | p47phox inh | Ba/F3 V617F tox | RBBP9 inh | Furin inh | PGE2 EP2 inh | PPC-1+TRAIL kill | BaF3 parental | p97 inhibitor | TbHK1 inh
Cc1nc2[nH]c(=S)n(C)c(=O)c2nc1C | -15 | 0 | -4 | -3 | 15 | 19 | 3 | 4 | -17
COc1ccc(-c2ccc(S(=O)(=O)N3CCCC3)cc2)cc1 | 3 | 6 | -13 | -14 | 5 | 12 | 3 | -5 | 7
Cc1cccc(C(=O)NCC(=O)OCC(=O)N2CCCCC2)c1 | 6 | -6 | 1 | -24 | 2 | -14 | 0 | 2 | -4
C/C(=N\NC(=O)c1ccc(Cn2cc(Br)cn2)o1)c1cccc(NC(=O)C(C)(C)C)c1 | -3 | 3 | 2 | -9 | 6 | 28 | 9 | -2 | 1
CCOC(CCc1c(C)nc(NC(C)=O)[nH]c1=O)OCC | -11 | -2 | -9 | -21 | 8 | 21 | -1 | 4 | -1

Next entries
SMILES | p47phox inh | Ba/F3 V617F tox | RBBP9 inh | Furin inh | PGE2 EP2 inh | PPC-1+TRAIL kill | BaF3 parental | p97 inhibitor | TbHK1 inh
NNC(=O)C=C1CCN(c2ncc(C(F)(F)F)cc2Cl)CC1 | -5 | 1 | -5 | -26[20 µM] | 9 | 7 | 1 | 0 | 2
O=C(c1cccs1)N1N=C(c2ccc(O)cc2)CC1c1ccccc1 (stereo unspecified) | -8 | 0 | 3 | -14 | 10 | 2 | 2 | 6 | -4
O=C(c1ccc(F)cc1)c1cn(Cc2ccc(F)cc2)c2cc3c(cc2c1=O)OCCO3 | -5 | 0 | -12 | -12 | 14 | -5 | 1 | 3 | -11
COc1ccc(CC(=O)Nc2ccc(C(=O)O)cc2NC(=O)Cc2ccc(OC)cc2)cc1 | -4 | -4 | -3 | -18 | 4 | 9 | 0 | 11 | -1
COCC(C)n1c(SCc2cc(C(=O)OC)c(C)o2)nc2ccccc2c1=O (stereo unspecified) | 4 | -5 | 1 | -14 | 4 | 6 | -2 | -3 | -10
CCN(CC)CCN=CC1=C(O)CNC1=O | -2 | 1 | 3 | -13 | 18 | 5 | 1 | 2 | 16
Cc1cc(NC(=O)CSc2ccccn2)no1 | -1 | -3 | 1 | -28 | 12 | 6 | 4 | 5 | -2
O=c1c2ccccc2nnn1CSc1nnc(-c2ccc3c(c2)OCO3)o1 | -16 | -3 | -7 | -29 | 9 | 9 | -2 | 4 | -2
O=C(NCc1ccccc1)c1ccc2c(c1)OCCO2 | -6 | 1 | 1 | -16 | -8 | 17 | 8 | 4 | -3
N=C1c2ccccc2CN1NC(=O)c1cccc(S(=O)(=O)N2CCCC2)c1 | -4 | -3 | -7 | -10 | 6 | 8 | -1 | 2 | -6

Copied from the list.
`O=C(c1ccc(F)cc1)c1cn(Cc2ccc(F)cc2)c2cc3c(cc2c1=O)OCCO3` in PGE2 EP2 inh is entered as 14
`N=C1c2ccccc2CN1NC(=O)c1cccc(S(=O)(=O)N2CCCC2)c1` in Furin inh is entered as -10
`COc1ccc(CC(=O)Nc2ccc(C(=O)O)cc2NC(=O)Cc2ccc(OC)cc2)cc1` in Ba/F3 V617F tox is entered as -4
`Cc1nc2[nH]c(=S)n(C)c(=O)c2nc1C` in TbHK1 inh is entered as -17

Next part
SMILES | p47phox inh | Ba/F3 V617F tox | RBBP9 inh | Furin inh | PGE2 EP2 inh | PPC-1+TRAIL kill | BaF3 parental | p97 inhibitor | TbHK1 inh
O=C(Cn1nnc2ccccc21)OCc1ccccc1 | 3 | -2 | 2 | -19 | 5 | 7 | -2 | 4 | -11
CCN(CC)C(=N)N1c2ccccc2CCC1C (stereo unspecified) | 7 | 0 | 2 | -30 | 4 | 9 | 6 | 4 | -2
O=C(Nc1cccc2ccccc12)c1ccc([N+](=O)[O-])s1 | -3 | 4 | -4 | -18 | 11 | 3 | 5 | 1 | 1
CC1CC(c2ccccc2)n2nc(NC(=O)CCc3ccccc3)nc2N1 (stereo unspecified) | -7 | -2 | 5 | -24 | 3 | -7 | 8 | 4 | 3
COc1ccc(OC)c(C(=O)COC(=O)C2CC3CCCC(C2)C3=O)c1 (stereo unspecified) | -14 | 3 | -4 | -15[20 µM] | 11 | -6 | 10 | -8 | -15
CC1=NN(C(=O)Cn2nc([N+](=O)[O-])cc2C)C(O)(C(F)(F)F)C1 (stereo unspecified) | -23 | 3 | -5 | -8 | 3 | 11 | 7 | 6 | 30
CCOC(=O)CC(=O)CSc1ncc(C(=O)OCC)c(N)n1 | 1 | -2 | 8 | -12[20 µM] | 7 | 10 | 4 | 0 | 5
CCNC(=O)CC1C(=O)N(c2ccc(C)cc2)C(=O)N1Cc1ccccn1 (stereo unspecified) | -2 | 0 | 4 | 1[20 µM] | 9 | 5 | 5 | 4 | -4
Cc1cc(C)nc(SCC(=O)Nc2ccc(S(=O)(=O)Nc3ncccn3)cc2)n1 | 0 | -3 | -6 | -15 | 6 | nt | 5 | 5 | -1
Cc1c(Cl)cccc1NC(CC(=O)c1ccccc1)C(=O)O (stereo unspecified) | -2 | -3 | -3 | -3 | 8 | 22 | 3 | 2 | 31

The list goes on, starting with the last 2 of the part before.
SMILES | p47phox inh | Ba/F3 V617F tox | RBBP9 inh | Furin inh | PGE2 EP2 inh | PPC-1+TRAIL kill | BaF3 parental | p97 inhibitor | TbHK1 inh
Cc1cc(C)nc(SCC(=O)Nc2ccc(S(=O)(=O)Nc3ncccn3)cc2)n1 | 0 | -3 | -6 | -15 | 6 | nt | 5 | 5 | -1
Cc1c(Cl)cccc1NC(CC(=O)c1ccccc1)C(=O)O (stereo unspecified) | -2 | -3 | -3 | -3 | 8 | 22 | 3 | 2 | 31
O=C(COC(=O)c1cnccn1)c1cccc([N+](=O)[O-])c1 | -5 | -1 | -4 | -14 | 14 | -3 | 1 | 5 | -9
NS(=O)(=O)c1ccc(C(=O)O)cc1 | -1 | -2 | -5 | -2 | 11&6 | 11 | 2 | 4 | 1
Cc1cc2oc(=O)cc(CN3CCN(S(=O)(=O)/C=C/c4ccccc4)CC3)c2cc1C | -23 | -1 | -8 | -18 | 7 | 15 | 7 | 5 | 28
CSc1ccccc1C(=O)NCCSc1ccccc1 | -8 | -3 | -9 | -24[20 µM] | 5 | 10 | 2 | 4 | -10
O=C(NCc1ccc2c(c1)OCO2)C1CCC(CNc2c(N3CCCCC3)c(=O)c2=O)CC1 (stereo unspecified) | -13 | -5 | -3 | -26 | 8 | 11 | 1 | 4 | -2
Cc1cc2nn(-c3ccccc3)nc2cc1NC(=O)c1cccs1 | -18 | -3 | 0 | -20 | 20 | 7 | -4 | 8 | 1
COc1ccc(S(=O)(=O)N2CCCCC2)cc1NC(=O)Cc1c[nH]c2ccccc12 | -32 | 0 | -5 | -4 | 11 | 19 | 0 | -5 | 2
CCOc1ccc(N2C(=O)CC(N(CCc3ccc(OC)cc3)C(=O)c3cccc(F)c3)C2=O)cc1 (stereo unspecified) | 4 | 2 | -6 | -17 | 5 | 22 | 6 | 1 | -10
CCCCCCC1C(C#N)=C(N)OC2=C1C(=O)CC(C)(C)C2 (stereo unspecified) | -23 | -3 | 3 | -29 | 10 | 5 | 4 | 5 | 8
Cc1ccc(NC(=O)CCn2nc([N+](=O)[O-])cc2C)nc1 | 0 | 2 | -9 | -6 | 8 | -6 | 4 | -3 | 1
Cc1ccc(O)c(-c2cc(-c3cccc(Br)c3)n[nH]2)c1 | -8 | -4 | -22 | -12 | 6 | nt | 5 | 4 | 0
CCOC(=O)CN(C(=O)CSc1nnc(Cc2ccccc2)n1-c1ccc(C)cc1)c1ccccc1 | -4 | -1 | -4 | -13[20 µM] | 11 | -13 | 1 | -5 | -1
Cc1ccc(C2CC(=O)NC(SCC(N)=O)=C2C#N)s1 (stereo unspecified) | 3 | -2 | 0 | -14 | 0 | 9 | 3 | -1 | -6
N/C(=N\OC(=O)COc1ccc2ccccc2c1Br)c1cccnc1 | -15 | 0 | -4 | -20 | 23 | -4 | 3 | -3 | 0
CCOC(=O)C1CCN(C(=O)CSCCSCC(=O)N2CCC(C(=O)OCC)CC2)CC1 | -3 | -3 | 6 | -10 | 1 | 12 | 2 | 0 | -2
